BRCA1 expr up – BRCA1 expression activation; AID 624202; MCF7-BRCA1-FFLuc reporter, luminescence, 48 h; response scale: scaled: vehicle 0%, 10 µM genistein 100%; Potency, µM (doses to about 46.1 µM), without a hit: top-dose activation, hits mostly activators; 1.1% of 380,000 active; note: nearly all actives have a fitted effect of over 80% in size; some results filed as inactive show a strong effect at the top dose
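Using MCF7 cells harboring a BRCA1 firefly luciferase reporter, plated 2 h before compound pinning, the screen measured luminescence after 48 h incubation. Responses were normalized to DMSO and 10 microM genistein, then fitted for concentration-effect.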
VP16 counter – inhibits Gal4-VP16 luciferase reporter, ROR gamma counter-screen; Drosophila S2 Gal4-VP16 UAS-luciferase, luminescence, 20 h; Potency, µM (doses to about 53.6 µM), inactives show at the top dose activity, negative = inhibition, most hits filed as inhibitors; 3.5% of 310,000 active; AID 2546;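 note: Gal4-VP16 expression switched on by copper sulfate through the metallothionein promoter; % is set by controls: 0 for no effect and ±100 for the full control effect; nearly all actives have a fitted effect of over 50% in size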
uPA surface inh – cell surface uPA generation inhibition | cell surface uPA generation assay, qHTS | 0.31% of 330,000 active | Potency, µM (titrated, usually from 38.3 µM), inactives show top-dose activity change, negative = inhibition, usual class: inhibitors | AID 540303; active = well fitted inhibition curve with a large enough effect; inconclusive = small, poorly fitted or top-dose-only effect; inactive = no such curve, though single readings can be large or run the other way; tested in mouse RAW 264.7 cells; note: % is set by controls: 0 for no effect and ±100 for the full control effect; nearly all actives have a fitted effect of over 55% in size
FLuc modulator – inhibits or activates purified firefly luciferase, miR-21 counter-screen | purified FLuc, Km substrates, luminescence inhibition | Potency, µM (top dose mostly 57.5 µM), for inactives: top-dose activity change, negative = inhibition, actives largely listed as inhibitors | 6.9% of 360,000 active;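 note: plate controls were vehicle for no effect and reference inhibitor for full effect; nearly all actives have a fitted effect of over 55% in size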
Target sequence (P08659 whole entry, looked up): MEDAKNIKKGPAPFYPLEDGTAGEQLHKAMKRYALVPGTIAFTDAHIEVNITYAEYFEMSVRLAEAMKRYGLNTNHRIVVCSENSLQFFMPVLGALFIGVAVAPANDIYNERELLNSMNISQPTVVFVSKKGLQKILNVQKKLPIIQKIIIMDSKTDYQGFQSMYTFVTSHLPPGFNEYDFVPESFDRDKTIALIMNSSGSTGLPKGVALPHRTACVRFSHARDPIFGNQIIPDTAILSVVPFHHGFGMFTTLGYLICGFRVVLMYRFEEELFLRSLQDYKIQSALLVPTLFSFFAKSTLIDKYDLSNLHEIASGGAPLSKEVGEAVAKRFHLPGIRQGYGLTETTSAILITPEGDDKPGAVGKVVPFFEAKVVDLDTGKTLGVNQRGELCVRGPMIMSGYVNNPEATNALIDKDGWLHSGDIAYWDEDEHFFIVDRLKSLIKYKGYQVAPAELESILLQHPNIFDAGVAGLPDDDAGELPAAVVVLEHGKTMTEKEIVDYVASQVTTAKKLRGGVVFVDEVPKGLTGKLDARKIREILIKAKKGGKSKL
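Biochemical qHTS of compounds, final roughly 60 µM downward over six points, against 10 nM purified firefly luciferase using Km concentrations of substrates (10 uM D-luciferin, 10 uM ATP) in Tris acetate pH 7.5 buffer; luminescence output.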
RORgamma inh – inhibitors of mouse ROR gamma transcriptional activity; 5.4% of 310,000 active; Potency, µM (series often up to 53.6 µM), inactives show at the highest dose activity change, negative = inhibition, actives largely listed as inhibitors; Drosophila S2 Gal4-RORgamma UAS-luciferase reporter, 20 h; AID 2551; P51450; note: % is set by controls: 0 for no effect and ±100 for the full control effect; nearly all actives have a fitted effect of over 60% in size
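Schneider cells (Drosophila), stable Gal4 DBD–ROR gamma + UAS-luc; 1 hr cmpd preincubation; Cu2+ induction 700 uM final; 20 hr ambient; luminescence.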
* hit, by the source's call; ? = inconclusive; · = not tested or not shown; & = joins results of further samples; [ ] = remark or other dose. Unless noted, calls come from the whole dose curve; as a rule, active = well fitted curve in the direction sought with a large enough effect; inconclusive = small, poorly fitted or top-dose-only effect, or another doubt; inactive = no such curve, though single readings can be large; an effect the other way counts as inactive or inconclusive. Potency is the fitted concentration of half-maximal effect. Only part of the results is shown. The share of hits here may be higher or lower than overall.

SMILES	BRCA1 expr up	VP16 counter	uPA surface inh	FLuc modulator	RORgamma inh
COC(=O)C1=C(c2cc3ccccc3s2)C[C@@H]2CC[C@H]1N2C(=O)NC(C)C	14%	·	1%	·	·
Cc1ccccc1C(=O)N1CC1C (stereo not given)	3%	·	12%	·	·
CC1=NNC(=O)C1Br (stereo not given)	3%	·	7%	·	·
O=C1C(=Cc2ccccc2)N2CCC1CC2	8%	·	3%	·	·
COc1cccc2c1C(=O)c1c(O)c3c(c(O)c1C2=O)CC(O)(C(C)=NO)CC3OC1CC(N)C(O)C(C)O1 (stereo not given)	-76%	·	-7%	·	·
CCC1C2Cc3ccc(O)cc3C1(CC)CCN2C (stereo not given)	-8%	·	3%	·	·
CCC1CN1P(=O)(c1ccccc1)N1CC1CC (stereo not given)	3%	·	1%	·	·
CCOC(=O)CC1c2ccccc2-n2nncc2CN1Cc1ccc(OC)cc1 (stereo not given)	-1%	·	-13%	·	·
C[n+]1ccc(-c2cc[n+](C)cc2)cc1	-9%	·	-16%	·	·
CCc1nc2ccc(Br)cc2c(=O)n1-c1ccccc1C(F)(F)F	·	·	0%	·	·
COC(=O)C1=C(c2cc3ccccc3s2)C[C@@H]2CC[C@H]1N2C(=O)N1CCCCC1	0%	·	?	·	·
CC(CC(C#N)(c1ccccc1)c1ccccc1)N1CCCCC1 (stereo not given)	-19%	·	-6%	·	·
O=C(Nc1ccccc1)c1c(O)[nH]c(=S)[nH]c1=O	11%	·	?	·	·
Cc1nn(C)cc1/C=C1/CC2C3CC=C4CC(O)CCC4(C)C3CCC2(C)C1=O (stereo not given)	-9%	·	6%	·	·
CCOC(=O)[C@]12Cc3ccccc3[C@H]1N(Cc1ccccc1)C(=O)c1ccccc12	-21%	·	-8%	·	·
Nc1nc(N)c2cnnn2n1	-7%	·	-2%	·	·
c1ccc(CCN2CCC3(CC2)OCCO3)cc1	13%	·	9%	·	·
COc1cc2c(ccc3c4cc(OC)c(OC)cc4c[n+](C)c23)cc1O	-91%	·	-11%	·	·
C[C@@H]([C@@H](O)c1ccccc1)N(C)C(=O)Cc1ccccc1	3%	·	3%	·	·
COC(=O)C1=C(c2ccc(S(C)(=O)=O)cc2)C[C@@H]2CC[C@H]1N2C(=O)NCc1ccc(F)cc1	-9%	·	2%	·	·
Cc1ccc2c(C)c3ccc4ccccc4c3c[n+]2c1	·	·	-10%	·	·
C[C@]12CCC3C(CC[C@H]4[C@H](O)[C@H](O)CC[C@]34C)C1CC[C@@H]2O (stereo not given in full)	-21%	·	3%	·	·
CN(CC=CCN(C)P(=S)(N1CC1)N1CC1)P(=S)(N1CC1)N1CC1	-3%	·	-9%	·	·
CC(=O)OC1C(=O)OCC23CCC4(C)OC4C2OC2CC(OC(=O)C=CC=CC(=O)OCCC1C)C3(C)C21CO1 (stereo not given)	·	·	-8%	·	·
COc1cc2c(c(OC)c1O)-c1ccc(OC)c(=O)cc1C(NC(=O)C(F)(F)F)CC2 (stereo not given)	·	·	-10%	·	·
CC12CCC3c4ccc(OC(=O)N(CCCl)CCCl)cc4CCC3C1CCC2O (stereo not given)	-77%	·	-17%	·	·
CCCNC(=O)N1[C@H]2CC[C@@H]1C(C(=O)OC)=C(c1ccc(S(C)(=O)=O)cc1)C2	4%	·	6%	·	·
CC[C@H]1CC2CN3CCc4c([nH]c5cc(OC)ccc45)[C@](C(=O)OC)(C2)[C@H]13	0%	·	-15%	·	·
CNC(=O)Oc1cc2c(cc1C(C)(C)C)CCC2	1%	·	2%	·	·
COC(=O)C1=C(c2cccc(OC)c2OC)C[C@@H]2CC[C@H]1N2C(=O)NC(C)C	-1%	·	11%	·	·
S=C(N1CCCCCC1)N1CC1	-17%	·	3%	·	·
COc1ccc(C(=O)N2Cc3cnnn3-c3ccccc3C2C#N)cc1 (stereo not given)	0%	·	-9%	·	·
c1ccc(C(OCCN2CCN(c3ncccn3)CC2)c2ccccc2)cc1	-34%	·	-4%	·	·
COC(=O)C1=C(c2ccccc2)C[C@@H]2CC[C@H]1N2C(=O)NCCS(C)=O (stereo not given in full)	-1%	·	2%	·	·
C[C@]12CCC3C(CC[C@H]4C[C@H](O)[C@H](O)C[C@]34C)C1CC[C@@H]2O (stereo not given in full)	-19%	·	27%	·	·
CC1=C(C)CC2(CC1)C(=O)NC(=O)NC2=O	-10%	·	2%	·	·

Of the compounds above, these have fluorine:
SMILES	BRCA1 expr up	VP16 counter	uPA surface inh	FLuc modulator	RORgamma inh
CCc1nc2ccc(Br)cc2c(=O)n1-c1ccccc1C(F)(F)F	·	·	0%	·	·
COC(=O)C1=C(c2ccc(S(C)(=O)=O)cc2)C[C@@H]2CC[C@H]1N2C(=O)NCc1ccc(F)cc1	-9%	·	2%	·	·
COc1cc2c(c(OC)c1O)-c1ccc(OC)c(=O)cc1C(NC(=O)C(F)(F)F)CC2 (stereo not given)	·	·	-10%	·	·

(cont.)
SMILES	BRCA1 expr up	VP16 counter	uPA surface inh	FLuc modulator	RORgamma inh
C=C(C)C1(CCCC)C(=O)NC(=S)NC1=O	-8%	·	2%	·	·
CC[C@H](C)/C=C(C)/C=C/C1=CC2=C(Cl)C(=O)[C@@](C)(OC(C)=O)C(=O)C2=CO1	-12%	·	-12%	·	·
CN1[C@@H]2CCC[C@H]1CC(=O)C2	-4%	4%[17 µM]	3%	·	12%[16.9 µM]
O=C(O)CCCOc1ccc(Cl)cc1Cl	1%	5%	-31%	·	17%
Nc1ccc(Br)cc1	12%	12%	-23%	·	0%
COc1ccc(CC2NCC(O)C2OC(C)=O)cc1 (stereo not given)	·	0.079µM*	?	·	?
CNC(=O)Oc1ccccc1OC(C)C	4%	6%	14%	·	-1%
CN1CC[C@@]2(C)c3cc(O)ccc3N(C)[C@@H]12	-8%&-30%	-3%	?	·	-42%
Oc1cc(Cl)c(Cl)c(Cl)c1	-22%	?	16%	·	?
COc1cccc2c1cc([N+](=O)[O-])c1c(C(=O)O)cc3c(c12)OCO3	13%	?	?	·	-16%&-26%
Cc1cc(-c2cc(C)c(N)c(C)c2)cc(C)c1N	-31%	7%	-1%	·	-7%
Nc1ccc(Cl)c(Cl)c1	-45%	-4%	1%	·	21%
Nc1ccc(Sc2ccc(N)cc2)cc1	5%	-1%	-4%	·	3%
N#C/C(=C\c1ccc(O)cc1)C(=O)O	7%	-4%	-12%	·	-18%
Cc1cc(NC(=O)c2cccn(Cc3cccc(Cl)c3)c2=O)no1	14%	·	·	-1%	·
CCc1ccccc1NC(=O)c1cccn(Cc2ccccc2F)c1=O	7%	·	·	2%	·
Cc1cc(OCC(=O)N2CCN(CCc3ccncc3)CC2)ccc1Cl	0%	·	·	-3%	·
COc1ccc(NC(=O)CCc2nc(C3=CCN(Cc4cccc(Cl)c4)CC3)no2)cc1OC	-1%	·	·	-10%	·
CCCCc1nn2c(=O)cc(COC(=O)Cc3ccccc3)nc2s1	-16%	·	·	-2%	·
COc1ccc(OCC(=O)N2CCN(Cc3cc(=O)n4nc(-c5ccc(OC)cc5)sc4n3)CC2)cc1	0%	·	·	-10%	·
O=C(Nc1ccc2c(c1)OCCO2)c1cccn(Cc2ccccc2)c1=O	4%	·	·	11µM*	·
CCOc1ccc(NC(=O)c2cccn(Cc3cccc(Cl)c3)c2=O)cc1	2%	·	·	17µM*	·
O=C(Nc1ccon1)c1cccn(Cc2ccccc2)c1=O	0%	·	·	-2%	·
O=C(Nc1ccc2c(c1)OCO2)c1cccn(Cc2ccc(F)cc2)c1=O	-10%	·	·	?	·

A draw from above in order of SMILES length, high to low.
SMILES	BRCA1 expr up	VP16 counter	uPA surface inh	FLuc modulator	RORgamma inh
C[C@]12CCC3C(CC[C@H]4[C@H](O)[C@H](O)CC[C@]34C)C1CC[C@@H]2O (stereo not given in full)	-21%	·	3%	·	·
CN(CC=CCN(C)P(=S)(N1CC1)N1CC1)P(=S)(N1CC1)N1CC1	-3%	·	-9%	·	·
O=C(Nc1ccc2c(c1)OCCO2)c1cccn(Cc2ccccc2)c1=O	4%	·	·	11µM*	·
Cc1cc(NC(=O)c2cccn(Cc3cccc(Cl)c3)c2=O)no1	14%	·	·	-1%	·
O=C(Nc1ccccc1)c1c(O)[nH]c(=S)[nH]c1=O	11%	·	?	·	·

Further results
SMILES	BRCA1 expr up	VP16 counter	uPA surface inh	FLuc modulator	RORgamma inh
COc1ccc(CN2CCN(C(=O)COc3ccccc3)CC2)c(OC)c1	15%	·	·	4%	·
Cc1ccc(NC(=O)c2cccn(Cc3ccccc3C)c2=O)c(C)c1	-1%	·	·	-19%	·
CC(=O)NS(=O)(=O)c1ccc(NC(=O)c2cccn(Cc3ccc(Cl)cc3)c2=O)cc1	8%	·	·	-16%	·
CN(C)c1ccc(NC(=O)c2sc3nc4c(cc3c2N)N2CCC4CC2)cc1	-5%	·	·	-8%	·
COc1cccc(C(=O)Nc2ccc3nc(SCC(=O)N(C)c4ccccc4)sc3c2)c1	-33%	·	·	?	·
O=C(Nc1ccccc1C(F)(F)F)c1cccn(Cc2ccccc2)c1=O	-3%	·	·	-5%	·

Entries of single compounds as entered above:
S=C(N1CCCCCC1)N1CC1 in the list: BRCA1 expr up: -17%; VP16 counter: ·; uPA surface inh: 3%; FLuc modulator: ·; RORgamma inh: ·
c1ccc(C(OCCN2CCN(c3ncccn3)CC2)c2ccccc2)cc1 in the list: BRCA1 expr up: -34%; VP16 counter: ·; uPA surface inh: -4%; FLuc modulator: ·; RORgamma inh: ·

From PubChem BioAssay
